Compound activity: PubChem, several laboratories
OX1R antag: human HCRTR1 antagonism; O43613; CHO/OX1R cells, Fluo-8 calcium fluorescence, orexin A; inhibition, % at 5 µM; actives 0.43% (n = 330,000); AID 434989;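 active means inhibition above its plate's threshold, mean inhibition of all tested compounds on the plate plus 3 SD, cut at about 37% in these data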;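 further: 0% = orexin A challenge wells and 100% = SB-334867-A antagonist wells; not every result past the cut was called active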
Target sequence (O43613 whole entry, looked up): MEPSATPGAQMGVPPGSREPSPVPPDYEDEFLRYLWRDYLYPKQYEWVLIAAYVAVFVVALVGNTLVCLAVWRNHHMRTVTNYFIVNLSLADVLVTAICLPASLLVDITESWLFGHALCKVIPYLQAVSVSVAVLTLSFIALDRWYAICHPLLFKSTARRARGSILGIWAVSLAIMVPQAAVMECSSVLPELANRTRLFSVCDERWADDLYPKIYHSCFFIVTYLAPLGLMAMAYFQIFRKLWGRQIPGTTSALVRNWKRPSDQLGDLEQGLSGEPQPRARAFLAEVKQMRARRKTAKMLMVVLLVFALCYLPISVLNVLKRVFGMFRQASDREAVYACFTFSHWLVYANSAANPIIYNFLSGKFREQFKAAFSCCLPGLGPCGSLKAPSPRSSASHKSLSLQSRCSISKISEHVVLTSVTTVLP
CHT PAM: allosterically activates the human high affinity choline transporter | B-score at 10 µM | CHT-expressing cells, membrane potential dye, choline EC20; hits give high values; LV-AA mutant CHT in HEK293 cells | Q9GZV3 | actives 0.49% (n = 310,000);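 active means initial fluorescence not abnormally high and integrated response B-score, plate-corrected, over 3 SD above library mean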
Target sequence (Q9GZV3 whole entry, looked up): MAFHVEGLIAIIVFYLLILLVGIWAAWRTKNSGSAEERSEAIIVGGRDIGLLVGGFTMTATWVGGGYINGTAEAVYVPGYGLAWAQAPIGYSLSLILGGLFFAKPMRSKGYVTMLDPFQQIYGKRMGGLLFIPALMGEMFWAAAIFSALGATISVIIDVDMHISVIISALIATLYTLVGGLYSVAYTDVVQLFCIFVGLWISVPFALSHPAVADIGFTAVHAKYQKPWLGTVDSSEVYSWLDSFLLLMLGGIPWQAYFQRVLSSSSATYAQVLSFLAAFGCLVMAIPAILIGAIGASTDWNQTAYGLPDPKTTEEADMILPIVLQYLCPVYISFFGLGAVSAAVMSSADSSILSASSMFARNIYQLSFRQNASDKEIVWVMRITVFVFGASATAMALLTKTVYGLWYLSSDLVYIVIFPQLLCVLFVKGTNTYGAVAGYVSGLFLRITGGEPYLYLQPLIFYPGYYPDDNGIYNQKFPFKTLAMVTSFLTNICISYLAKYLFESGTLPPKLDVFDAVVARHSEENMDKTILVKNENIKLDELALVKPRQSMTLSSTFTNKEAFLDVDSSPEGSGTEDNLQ
Active calls of the source: *; i = inactive; nt = not tested or not shown.

SMILES | OX1R antag | CHT PAM
Clc1cccc(Cl)c1CN1CCN(c2ccccc2)CC1 | -15 | i
c1ccc2sc(C3CCCNC3)nc2c1 (stereo not given) | -12 | i
C[C@]12CCC3C(CC[C@H]4C[C@@H](O)CC[C@]34C)C1CCC2=O (stereo not given in full) | -8 | nt
C=CCn1c(O)c(C(CC)=NCCc2c[nH]c3ccccc23)c(=O)[nH]c1=O | -13 | i
C[C@]12CC[C@H](O)CC1=CC(=O)C1C2CC[C@]2(C)C(=O)[C@H](O)CC12 (stereo not given in full) | -7 | nt
C=C1C/C(=C/C)C(=O)O[C@@H]2CCN3CC=C(COC(=O)[C@]1(C)O)[C@H]23 | -8 | i
COC1=C(OC)[C@]23CCc4ccc(OC)c(OC)c4[C@]2(CCN3C)CC1=O | -8 | nt
CCCCCCC[n+]1ccc(-c2cc[n+](CCCCCCC)cc2)cc1 | -10 | i
CSc1nc2ccccc2c(=O)n1-c1cccnc1 | -8 | i
CN1C(=O)CC(c2ccccc2)Nc2ccccc21 (stereo not given) | 2 | i
O=c1c2ccccc2nc(-c2ccccc2)n1-c1ccccc1O | -4 | i
O=P(Nc1cccnc1)(Oc1ccccc1Cl)Oc1ccccc1Cl | -32 | i
O=C(NCc1cccnc1)Nc1ccccc1Cl | 8 | i
Cc1cc(C)c(C(=O)N2CCC3(CC2)OCCO3)c(C)c1 | -1 | i
CCN1C(=O)C(=Cc2cc(C)n(C3CC3)c2C)C(=O)N(CC)C1=S | -22 | i
COc1ccc2c(c1)[C@@]13CCC=C[C@H]1[C@@H](C2)NCC3 | -15 | i
CCN(CC)C(=O)c1ccc(NC(=O)CN2CCc3cc(OC)c(OC)cc3C2)cc1 | -24 | i
O=C(c1cc(F)ccc1F)C1CCCN(Cc2ccc3nonc3c2)C1 (stereo not given) | -29 | i
CCCCn1c(=O)c(C(=O)NCc2ccco2)c(O)c2ccccc21 | -23 | i
CC1CCCC(NC(=O)COC(=O)Cc2ccccc2)C1C (stereo not given) | -5 | i
CC(C)COC(=O)c1ccccc1C(=O)OCC(C)C | -8 | i
O=c1[nH]c(=S)[nH]c(O)c1N=Nc1ccc2c(c1)OCCO2 | -9 | i
OC(c1ccc(F)cc1)C(c1ccccc1)N1CCOCC1 (stereo not given) | -37 | i
COC(=O)C1=C(c2ccc(F)cc2OCc2ccccc2)C[C@@H]2CC[C@H]1N2C(=O)N1CCC(O)CC1 | -32 | nt
CN1CCN(C(=O)COc2ccc(S(=O)(=O)N(C)Cc3ccccc3)cc2)CC1 | -12 | i

Further results follow:
SMILES | OX1R antag | CHT PAM
Cc1cccc(-n2c(C)nc3ccc(Cl)cc3c2=O)c1 | -18 | i
CCOC(=O)c1c(C)n(C(C)C)c2ccc(OC)cc12 | -25 | i
COc1ccc(OCCOc2cccc(C=C3C(=O)NC(=O)NC3=O)c2)cc1 | -8 | i
CC(=O)N1CC(=O)Nc2ccc(C)cc2C1c1ccccc1 (stereo not given) | -5 | i
O=C(CN1CC(c2ccccc2)CC1=O)Nc1ccc(F)cc1 (stereo not given) | -30 | i
COC(=O)C(O)(c1ccc2c(c1)CCCN2)C(F)(F)F (stereo not given) | 7 | i
C=CCNC(=O)c1c(N)n(CCN2CCOCC2)c2nc3ccccc3nc12 | -12 | i
CN(C)CC#CCn1c2ccccc2c2ccccc21 | -14 | i
O=C1N(c2ccccc2)C(c2cccnc2)N2CCCN12 (stereo not given) | -3 | i
CCOc1ccc(NC(=O)c2c(O)[nH]c(=O)[nH]c2=O)cc1 | -8 | i
CCC1(C(=O)c2ccc(C)cc2)C2c3ccccc3OC(=O)C21C(=O)O (stereo not given) | -6 | i
CCC12CN3CCN(CC(C3)C1O)C2 (stereo not given) | -14 | i
Cc1cc(C(=O)CS(=O)(=O)c2ccccc2)cc(C)c1OC(=O)N(C)C | -28 | i
COC(=O)CC1(CC(=O)OC)C(=O)NC(=O)NC1=O | -2 | i
O=C1/C(=C\c2ccc([N+](=O)[O-])cc2)N2CCC1CC2 | -17 | i
N#CC1(c2ccccc2)CCN(C2CC(=O)N(c3ccc(F)cc3)C2=O)CC1 (stereo not given) | -7 | i
CCOC(=O)c1c(C=O)c2ccccc2n1Cc1ccccc1F | -61 | i
CN1CCc2nc(SCc3ccccc3Br)c(C#N)cc2C1 | -25 | i
CNC(=O)c1cccn(Cc2cc(C(F)(F)F)cc(C(F)(F)F)c2)c1=O | -17 | i
CCCCN1C(=O)NC(=O)C2(Cc3c(nc4c(C)cccn4c3=O)N3CCc4ccccc4C32)C1=O (stereo not given) | -30 | i
COc1ccc(-c2nc3ccc(C(=O)N4CCC5(CC4)OCCO5)cc3nc2-c2ccc(OC)cc2)cc1 | 2 | i
O=C1CC(c2cccnc2)=NN1c1ccccc1 | 4 | i
Cc1ccc(-n2c(O)c(C=NC3CCCCC3N)c(=O)[nH]c2=O)cc1C (stereo not given) | -19 | i
Cc1ccc(OCC(=O)N2CCCC(N3CCN(c4ccc(F)cc4)CC3)C2)cc1 (stereo not given) | -28 | i
CCC(C)n1c(C)cc(C(N)=O)c1C (stereo not given) | -5 | i

(next part)
SMILES | OX1R antag | CHT PAM
C#C[C@]1(O)CCC2C3C(CC[C@@]21C)[C@@]1(C)CC[C@@H](O)CC1=C[C@H]3O (stereo not given in full) | 7 | nt
O=[N+]([O-])[N-][n+]1cnn(Cc2ccc(Cl)cc2)c1 | -1 | i
CCC1(C)CC(CCNCc2ccc(N(C)C)cc2)(c2ccc(F)cc2)CCO1 (stereo not given) | -20 | i
CCOP(=O)(OCC)C(NC(=O)CN1C(=O)c2ccccc2S1(=O)=O)C(Cl)(Cl)Cl (stereo not given) | -5 | i
O=c1[nH]c(=O)n(CCC2=CCCCC2)c(O)c1C=NC1CCN(Cc2ccccc2)CC1 | -16 | i
Cc1onc(-c2c(Cl)cccc2Cl)c1C(=O)Nc1ccc2c(C(F)(F)F)cc(=O)oc2c1 | -23 | i
Cc1cc(/C=C2/C(=O)NC(=O)N(Cc3ccco3)C2=O)c(C)n1-c1ccccc1 | -37 | i
N#CCC(=O)NN1Cc2ccccc2C1=N | 2 | i
COc1ccc(OC)c(CN2CCN(C(=O)Cc3ccccc3)CC2)c1 | -29 | i
COc1cccc(OP(=O)(Nc2ccccc2)Oc2cccc(OC)c2)c1 | 45* | i
CN1C(=O)C(=Cc2ccccc2OCc2ccccc2Cl)C(=O)N(C)C1=O | -8 | i
CN1C(=O)NC(=O)[C@]2(Cc3ccccc3N3CCN(c4ccccc4)CC32)C1=O (stereo not given in full) | -9 | i
Clc1ccc(C2NCCc3[nH]cnc32)cc1 (stereo not given) | 11 | i
COC(=O)C1=C(c2ccccc2)C[C@@H]2CC[C@H]1N2C(=O)N1CCOCC1 | -8 | i
CCNc1nc(NC(C)(C)C)nc(SC)n1 | -24 | i
COC(=O)C1=C(c2ccc(OC)c(OC)c2)C[C@@H]2CC[C@H]1N2C(=O)NCCOc1ccccc1Cl | -8 | nt
CCOP(=O)(OCC)C(O)c1ccc(Br)cc1 (stereo not given) | -2 | i
O[C@@H]1CCCN2CCc3c([nH]c4ccccc34)[C@H]12 | -1 | i
O=C(CN1CCCC1=O)N1CCOCC1 | -5 | i
O=S(=O)(c1ccc(Cl)cc1)N1CCCC1c1cccnc1 (stereo not given) | -20 | i
COC(=O)C1=C(c2ccc(F)cc2F)C[C@@H]2CC[C@H]1N2C(=O)NCc1ccc(F)cc1 | -36 | nt
COc1ccc2c(C)c(CC(=O)N3C[C@H]4C[C@@H](C3)c3cccc(=O)n3C4)c(=O)oc2c1 | -9 | i
O=C(Nc1ccc(OC(=O)N2CCCCC2)cc1)N1CCOCC1 | -9 | i
S=C1CN=C(c2ccccc2Cl)c2cc(Cl)ccc2N1 | -16 | i
CC[C@@]1(O)C(=O)OCc2c1cc1n(c2=O)Cc2cc3ccccc3nc2-1 | -5 | i

Some of the entries so far, tab-delimited.
Molecule	OX1R antag	CHT PAM
COc1ccc(OC)c(CN2CCN(C(=O)Cc3ccccc3)CC2)c1	-29	i
COc1cccc(OP(=O)(Nc2ccccc2)Oc2cccc(OC)c2)c1	45*	i
CN1C(=O)C(=Cc2ccccc2OCc2ccccc2Cl)C(=O)N(C)C1=O	-8	i
CN1C(=O)NC(=O)[C@]2(Cc3ccccc3N3CCN(c4ccccc4)CC32)C1=O (stereo not given in full)	-9	i
Clc1ccc(C2NCCc3[nH]cnc32)cc1 (stereo not given)	11	i
COC(=O)C1=C(c2ccccc2)C[C@@H]2CC[C@H]1N2C(=O)N1CCOCC1	-8	i
CCNc1nc(NC(C)(C)C)nc(SC)n1	-24	i
COC(=O)C1=C(c2ccc(OC)c(OC)c2)C[C@@H]2CC[C@H]1N2C(=O)NCCOc1ccccc1Cl	-8	nt
CCOP(=O)(OCC)C(O)c1ccc(Br)cc1 (stereo not given)	-2	i
O[C@@H]1CCCN2CCc3c([nH]c4ccccc34)[C@H]12	-1	i
O=C(CN1CCCC1=O)N1CCOCC1	-5	i
O=S(=O)(c1ccc(Cl)cc1)N1CCCC1c1cccnc1 (stereo not given)	-20	i
COC(=O)C1=C(c2ccc(F)cc2F)C[C@@H]2CC[C@H]1N2C(=O)NCc1ccc(F)cc1	-36	nt
COc1ccc2c(C)c(CC(=O)N3C[C@H]4C[C@@H](C3)c3cccc(=O)n3C4)c(=O)oc2c1	-9	i
O=C(Nc1ccc(OC(=O)N2CCCCC2)cc1)N1CCOCC1	-9	i
S=C1CN=C(c2ccccc2Cl)c2cc(Cl)ccc2N1	-16	i
CC[C@@]1(O)C(=O)OCc2c1cc1n(c2=O)Cc2cc3ccccc3nc2-1	-5	i

(list continues)
SMILES | OX1R antag | CHT PAM
S=C1NC2(CCCCC2)NC12CCCCC2 | -7 | i
c1cncc(C2CCCCN2Cc2ccc3c(c2)OCO3)c1 (stereo not given) | 1 | i
CCOC(=O)c1cccc([P+](=O)O)c1 | -8 | i
COc1ccc(C2NCc3ccc4c(c3-n3cccc32)OCO4)cc1O (stereo not given) | 1 | 11*
CC(O)(CS(=O)(=O)c1ccccc1)C(=O)Nc1cccc(C(F)(F)F)c1 (stereo not given) | -18 | i
CCOC(=O)C1CCCCC12C(C#N)=C(N)Oc1n[nH]c(C)c12 (stereo not given) | -5 | i
COc1ccccc1N1CCN(Cc2ccc(F)cc2)CC1 | -31 | i
COC(=O)C1=C(c2ccc(F)cc2OCc2ccccc2)C[C@@H]2CC[C@H]1N2C(=O)NCc1cccc(F)c1 | 7 | nt
CC(C)(C)P(=O)(c1ccncc1)N1CCCC1 (stereo not given) | -3 | i
S=C=Nc1cccc(C2(N3CCCCC3)CCCCC2)c1 | -13 | i
CCOP(=O)(OCC)C(NC(=O)c1ccc(C)cc1)C(Cl)(Cl)Cl (stereo not given) | -12 | i
COc1ccc(CCNCc2ccccc2F)cc1 | -16 | i
CC(=O)NC(=O)NC(C)Cc1ccccc1 (stereo not given) | -8 | i
CCC(=Nc1ccc2c(c1)CCC2)c1c(O)n(C)c(=O)n(C)c1=O | -8 | i
CC(C)NS(=O)(=O)c1ccc(OCC(=O)N2CCN(Cc3ccccc3)CC2)cc1 | -19 | i
CN(C)c1nc(OCCNC(=O)COc2ccc(Cl)cc2Cl)nc(N2CCCCC2)n1 | -31 | i
CCCC(C)n1[nH]c(=O)c2c1NC(=O)CSC2c1ccccc1 (stereo not given) | -4 | i
CC12CN3CC(C)(CN(C1)C3c1ccco1)C2=O (stereo not given) | -13 | i
CCC(=NCc1cccnc1)c1c(O)n(Cc2ccccc2)c(=O)[nH]c1=O | -14 | i
CC[C@@]1(O)C(=O)OCc2c1cc1n(c2=O)Cc2cc3c(NC(=O)CN)cccc3nc2-1 | 11 | i
c1ccc2c(CN3CCCCCCC3)c[nH]c2c1 | -12 | i
Cc1cccc(-n2c(O)c(C=NCCN3CCNCC3)c(=O)[nH]c2=S)c1 | -9 | i
Cc1ccc2nsnc2c1-n1c(C)nc2ccccc2c1=O | -8 | i
OCCCCO | 8 | nt
O=[N+]([O-])c1ccc(N2CCCC(C(F)(F)F)C2)c2ccncc12 (stereo not given) | -10 | i

(cont.)
SMILES | OX1R antag | CHT PAM
Cc1cccn2c(=O)c3c(nc12)N1CCCCC1C1(C3)C(=O)N(C)C(=O)N(C)C1=O (stereo not given) | -17 | i
Fc1cccc(C2NCc3ccccc3-n3cccc32)c1 (stereo not given) | -14 | i
CSc1ccc(C(c2c(O)c3ccccc3oc2=O)c2c(C)n(C)n(-c3ccccc3)c2=O)cc1 (stereo not given) | -11 | i
Cc1ccc(-c2nn(Cc3ccccc3)cc2C(=O)O)cc1 | 1 | i
CCn1ccnc1CN1CCCC(C(=O)c2cc(C)c(OC)c(C)c2)C1 (stereo not given) | -17 | i
COc1ccc(/C=C2/C(=O)NC(=O)N(c3ccc(C)c(C)c3)C2=O)cc1CN1C(=O)c2ccccc2C1=O | -13 | i
CN1CCCN(C(=O)COc2ccc(F)cc2Cl)CC1 | -15 | i
COC(=O)C1=C(c2ccc(OCc3ccccc3)cc2)C[C@@H]2CC[C@H]1N2C(=O)NC1CCN(Cc2ccccc2)CC1 | 45 | nt
COc1ccc2c(c1O)-c1c(OC)c(OC)cc3c1[C@H](C2)N(C)CC3 | -16 | 8.4*
O=c1[nH]c(O)c(/C=C2\C=NN=C2c2ccccc2)c(=O)[nH]1 | -8 | i
COCCCn1c(-c2ccc(OC)cc2)cc(C(=O)NC2CCCCCCC2)c1C | -32 | i
O=C(COc1ccc(S(=O)(=O)N2CCOCC2)cc1)N1CCN(Cc2ccc3c(c2)OCO3)CC1 | -15 | i
Cn1c(O)c(C=NCCCCCCCCCCC(=O)O)c(=O)n(C)c1=O | 5 | i
CCN1CCN(c2ccc(N)cc2)CC1 | 3 | i
CCOC(=O)C1(CCOc2ccccc2)CCN(C2Cc3ccccc3C2)CC1 | -35 | i
COc1cc(-n2c(=S)[nH]c3ccccc3c2=O)c(Cl)cc1Cl | -13 | i
NC(=O)c1cn(C2CCCCC2)c2ccccc2c1=O | -10 | i
CC(Cc1cccs1)NCc1ccc(Cl)cc1 (stereo not given) | -22 | i
Cc1nc2ccccc2c(=O)n1-c1ccc(F)cc1F | -13 | i

A portion of the library. The share of hits here may be higher or lower than overall.
